High-throughput results (PubChem)
Vif inh – HIV Vif inhibition | HEK293T cells, Vif self-association by quenched fluorescence, imaging, 24 h | inhibition, % at 7.49 µM | 340,000 compounds, 0.35% hits | AID 602346; in the data active = inhibition above about 50%, passing the limit was not always enough; also: some results filed as inactive read as strong as hits
CaV13 FRET inh – Disruptors of the CACNA1D IQ motif to Ca2+-dependent inactivation inhibitor domain association, primary screening, Förster resonance energy transfer in intact living … | 340,000 compounds, 0.098% hits | HEK cells, CFP/YFP FRET ICDI-IQ, plate reader, 10 min; percent FRET-ratio fall versus neutral wells | AID 743397 | inhibition, % at 12.3 µM;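 active = mean replicate inhibition of at least 30% and at least 1% of replicates passing that level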;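 also: 0% = median of the neutral control wells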
Peg3 prom inh – inhibitors of Peg3 promoter | HeLa PEG-Prom luciferase reporter, luminescence, overnight | 360,000 compounds, 1.7% hits | AID 588405 | inhibition, % at 20 µM;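 active = inhibition of at least 50% at 20 µM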
CF NFkB inh – cystic fibrosis NF-kB activation inhibition; KKLEB NF-kB-GFP reporter, PAF-induced, GFP fluorescence overnight; inhibition, % at 5 µM; 360,000 compounds, 0.86% hits;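 active = at least 50% inhibition at 5 µM, scaled per plate between neutral and stimulator controls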;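 also: PAF is a Pseudomonas aeruginosa culture filtrate used as stimulus; plate controls were PAF-stimulated DMSO wells for no effect and unstimulated DMSO wells for full effect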
KKLEB cytotox – reduces viability of KKLEB cystic fibrosis airway cells; activity change (cytotoxicity), % at 5 µM; 360,000 compounds, 0.36% hits; AID 602141; KKLEB CF airway cells viability, ATPlite luminescence, overnight; hits give low values; cells stimulated with P. aeruginosa culture filtrate;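 active = corrected activity change at or below -50% at 5 µM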
PDI turbidity – PDI (human) enzyme inhibition | P07237 | PDI insulin aggregation turbidity, A650, 90 min | inhibition, % at 10 µM | 350,000 compounds, 0.052% hits;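 active = mean inhibition across replicates of 30% or more, whatever share of single replicates reach that level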;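 also: absorbance from insulin aggregation driven by PDI reduction with DTT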
Target sequence (P07237 whole entry, looked up): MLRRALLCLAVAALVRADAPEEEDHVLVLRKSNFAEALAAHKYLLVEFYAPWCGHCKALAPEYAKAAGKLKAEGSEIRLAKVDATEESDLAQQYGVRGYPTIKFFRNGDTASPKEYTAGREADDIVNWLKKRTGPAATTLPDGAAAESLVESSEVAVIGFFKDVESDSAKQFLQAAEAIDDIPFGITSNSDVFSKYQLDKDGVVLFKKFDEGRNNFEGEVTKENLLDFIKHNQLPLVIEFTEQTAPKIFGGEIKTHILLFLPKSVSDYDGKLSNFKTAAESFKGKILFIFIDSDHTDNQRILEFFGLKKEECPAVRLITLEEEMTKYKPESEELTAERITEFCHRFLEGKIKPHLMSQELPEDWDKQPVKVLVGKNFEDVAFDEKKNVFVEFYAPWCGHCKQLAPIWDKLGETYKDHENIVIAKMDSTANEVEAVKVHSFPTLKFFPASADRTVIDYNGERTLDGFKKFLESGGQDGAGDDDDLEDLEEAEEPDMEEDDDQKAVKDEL
Shn3 inh set2 – reduces Shn3 3'UTR luciferase signal in osteoblasts; Clone20 osteoblast Shn3 3'UTR firefly luciferase, 24 h; inhibition, % at 12.5 µM; 360,000 compounds, 0.52% hits; AID 588674;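 active = mean inhibition of at least 75% with every replicate also reaching 75%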;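 also: 0% = median of neutral control wells and 100% = pilot-screen positive control compound; some compounds past the cut are filed as inactive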
NR2E3 ag-1 – activates human NR2E3 receptor. Q9Y5X4. CHO-S Gal4-NCOR/VP16-NR2E3 two-hybrid, luciferase. inhibition of corepressor binding, % at 3.98 µM. 360,000 compounds, 0.35% hits. AID 602229;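 active = inhibition above the mean of all tested compounds plus 3 SD, cut at about 70% in these data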;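 also: 0% = DMSO with NR2E3 transfected cells and 100% = cells lacking NR2E3 construct; higher means lower luciferase signal from less NR2E3 corepressor binding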
Target sequence (Q9Y5X4 whole entry, looked up, the tested form may be a part): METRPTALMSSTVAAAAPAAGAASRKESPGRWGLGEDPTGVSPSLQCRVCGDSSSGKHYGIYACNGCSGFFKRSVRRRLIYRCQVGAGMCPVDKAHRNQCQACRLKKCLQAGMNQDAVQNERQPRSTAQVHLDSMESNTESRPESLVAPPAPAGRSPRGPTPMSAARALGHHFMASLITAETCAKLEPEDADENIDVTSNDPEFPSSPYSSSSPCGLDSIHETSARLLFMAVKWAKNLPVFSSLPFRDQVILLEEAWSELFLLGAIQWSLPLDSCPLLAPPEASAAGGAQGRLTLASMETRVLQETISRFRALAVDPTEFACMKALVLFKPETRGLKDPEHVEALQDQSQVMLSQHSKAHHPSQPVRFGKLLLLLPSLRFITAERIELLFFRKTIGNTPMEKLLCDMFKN
HIF-2a block – HIF-2a inhibition. 360,000 compounds, 0.72% hits. 786-0 RCC cells HIF-2a reporter, luciferase luminescence, overnight. inhibition, % at 18.8 µM. AID 624352;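 active = inhibition of the luminescence signal of 40% or more relative to plate controls, in a single-dose primary screen at 18.75 µM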
NR2E3 ag-2 – agonists of human nuclear receptor NR2E3; 320,000 compounds, 0.12% hits; inhibition of corepressor binding, % at 4.78 µM; GST-NR2E3/biotin-RetCOR TR-FRET, 1536-well; AID 2300;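 active = percent inhibition above the cutoff of mean plus 3 SD of all tested compounds, set per screening campaign, cut at about 20% in these data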;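 also: 0% = DMSO wells and 100% = biotin wells as full block of FRET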
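Assay system: NR2E3–RetCOR corepressor complex. Quantity: 1.35 nM GST-NR2E3. Buffer or medium: pH 7.5 Tris-based buffer. Reagent: biotinylated RetCOR corepressor at 7 nM final. Schedule: 5 h at 4 °C. Detection: TR-FRET, emission read at 617 and 671 nm. Replicates: one well per compound, singlicate testing.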
MITF TRPM1 inh – inhibitors of MITF-driven TRPM1 promoter in melanoma cells | SK-MEL-5 TRPM1 promoter luciferase, 24 h | inhibition, % at 12.5 µM | 330,000 compounds, 0.83% hits | AID 488899;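 active = mean inhibition across replicates of 60% or more, whatever share of single replicates reaches that level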; also: values of inactives mirror those of a sister screen read the other way
* = called active by the depositor.

For Cc1ccc(S(=O)(=O)N(C)C[C@@H]2Oc3ccc(NS(=O)(=O)c4ccccc4)cc3CC(=O)N([C@@H](C)CO)C[C@H]2C)cc1 the results were Vif inh -4, CaV13 FRET inh -6, Peg3 prom inh -3, CF NFkB inh 0, KKLEB cytotox -25, PDI turbidity 7, Shn3 inh set2 13, NR2E3 ag-1 -29, HIF-2a block 8 and MITF TRPM1 inh -7.
Cc1ccc(C(=O)NCC(=O)NC2CCCC2)cc1 was read as Vif inh -3, CaV13 FRET inh -2, Peg3 prom inh 0, CF NFkB inh 0, KKLEB cytotox 5, PDI turbidity 0, Shn3 inh set2 2, NR2E3 ag-1 -10, HIF-2a block -18, NR2E3 ag-2 0 and MITF TRPM1 inh -1.
Screening CCN(CC)CCNc1cccc2sc3ccccc3c(=O)c12 returned Vif inh -12, CaV13 FRET inh -14, Peg3 prom inh 101*, CF NFkB inh -13, KKLEB cytotox -9, PDI turbidity -13, Shn3 inh set2 -18, NR2E3 ag-1 31 and HIF-2a block 5.
Screening CN(CC(=O)NCCCN1CCOCC1)S(=O)(=O)c1ccc(Cl)cc1 returned Vif inh 21, CaV13 FRET inh -7, Peg3 prom inh -16, CF NFkB inh 13, KKLEB cytotox -9, PDI turbidity -9, Shn3 inh set2 -13, NR2E3 ag-1 -4, HIF-2a block -2 and MITF TRPM1 inh -7.
CNC(=O)c1ccc(-c2sc3nc(N4CCOCC4)c4c(c3c2N)CC(C)(C)OC4)o1 was read as Vif inh -3, CaV13 FRET inh -5, Peg3 prom inh 26, CF NFkB inh -11, KKLEB cytotox -17, PDI turbidity -1, Shn3 inh set2 13, NR2E3 ag-1 1, HIF-2a block 8, NR2E3 ag-2 1 and MITF TRPM1 inh 23.
`COc1cccc(C(=O)Nc2cccc3cccnc23)c1OC` gave Vif inh -6, Peg3 prom inh -123, CF NFkB inh 14, KKLEB cytotox 3, PDI turbidity -9, Shn3 inh set2 -23, NR2E3 ag-1 -44, HIF-2a block -176, NR2E3 ag-2 0 and MITF TRPM1 inh -25.
CN(C)Cc1c(C(=O)N/N=C/c2cccc(OCc3c(F)cccc3Cl)c2)nnn1-c1nonc1N was read as Vif inh 2, CaV13 FRET inh -2, Peg3 prom inh -3, CF NFkB inh 15, KKLEB cytotox -10, PDI turbidity -9, Shn3 inh set2 81, NR2E3 ag-1 -13, HIF-2a block 6, NR2E3 ag-2 3 and MITF TRPM1 inh 19.
`CC(COc1ccccc1)N1CCC(CO)(CCc2ccccc2)CC1` (configuration not stated) gave Vif inh -1, CaV13 FRET inh -5, Peg3 prom inh 8, CF NFkB inh 6, KKLEB cytotox -5, PDI turbidity 11, Shn3 inh set2 16, NR2E3 ag-1 18, HIF-2a block 2, NR2E3 ag-2 1 and MITF TRPM1 inh 2.
For O=c1c2[nH]c3ccc(F)cc3c2ncn1CCCN1CCOCC1 the results were Vif inh 10, CaV13 FRET inh -5, Peg3 prom inh -1, CF NFkB inh -5, KKLEB cytotox -3, PDI turbidity 3, Shn3 inh set2 15, NR2E3 ag-1 7, HIF-2a block -10, NR2E3 ag-2 9 and MITF TRPM1 inh -3.
COc1ccc(C)cc1N(CC(=O)N/N=C/c1ccccc1C(=O)O)S(=O)(=O)c1ccccc1 was read as Vif inh 5, CaV13 FRET inh -5, Peg3 prom inh 8, CF NFkB inh -5, KKLEB cytotox 8, PDI turbidity 3, Shn3 inh set2 13, NR2E3 ag-1 8, HIF-2a block 15, NR2E3 ag-2 -4 and MITF TRPM1 inh 14.
`COc1ccc(CN2CCC(CO)(Cc3ccccc3)CC2)cc1Cn1cccn1` gave Vif inh 4, CaV13 FRET inh -5, Peg3 prom inh 0, CF NFkB inh 12, KKLEB cytotox -3, PDI turbidity 15, Shn3 inh set2 -9, NR2E3 ag-1 4, HIF-2a block 15, NR2E3 ag-2 -1 and MITF TRPM1 inh -7.
CC(Oc1ccccc1)C(=O)Nc1cc(Cl)ccc1-n1cncn1 (configuration not stated) was read as Vif inh 16, CaV13 FRET inh -17, Peg3 prom inh 20, CF NFkB inh 13, KKLEB cytotox 8, PDI turbidity -4, Shn3 inh set2 6, NR2E3 ag-1 1, HIF-2a block -1, NR2E3 ag-2 -2 and MITF TRPM1 inh 7.
`COc1ccc(OC)c(N(CC(=O)NCCSCc2ccco2)S(=O)(=O)c2ccccc2)c1` gave Vif inh -4, CaV13 FRET inh -4, Peg3 prom inh 16, CF NFkB inh 18, KKLEB cytotox 3, PDI turbidity 3, Shn3 inh set2 7, NR2E3 ag-1 -12, HIF-2a block 22, NR2E3 ag-2 2 and MITF TRPM1 inh -8.
Screening C[C@@H]1CCCCO[C@@H](CN(C)C(=O)c2ccccc2)[C@@H](C)CN([C@H](C)CO)C(=O)c2cc(N(C)C)ccc2O1 returned Vif inh -2, CaV13 FRET inh -4, Peg3 prom inh -4, CF NFkB inh 1, KKLEB cytotox 3, PDI turbidity 20, Shn3 inh set2 -10, NR2E3 ag-1 -30 and HIF-2a block 0.
Screening Cc1ccc(C)c(NC(=O)CCn2nc(C)cc2C)c1 returned Vif inh 1, Peg3 prom inh 4, CF NFkB inh 9, KKLEB cytotox 0, PDI turbidity -7, Shn3 inh set2 -6, NR2E3 ag-1 -2, HIF-2a block 12, NR2E3 ag-2 3 and MITF TRPM1 inh 8.
For CC(=O)c1sc(N/N=C\c2ccc(Br)cc2)nc1C the results were Vif inh 4, CaV13 FRET inh -6, Peg3 prom inh -261, CF NFkB inh -22, KKLEB cytotox 3, PDI turbidity -13, Shn3 inh set2 -40, NR2E3 ag-1 -77, HIF-2a block -283, NR2E3 ag-2 2 and MITF TRPM1 inh -116.
For COc1ccc(NC(=O)CC2C(=O)N(c3ccc(OC)cc3)C(=O)N2Cc2ccc(OC)c(OC)c2)cc1 (configuration not stated) the results were Vif inh -3, CaV13 FRET inh -2, Peg3 prom inh 11, CF NFkB inh 1, KKLEB cytotox 2, PDI turbidity 0, Shn3 inh set2 -2, NR2E3 ag-1 -12, HIF-2a block 14, NR2E3 ag-2 3 and MITF TRPM1 inh 1.
`CC(=O)c1ccc(N2CCN(C(=O)CN(C)S(=O)(=O)c3cnc[nH]3)CC2)cc1` gave Vif inh -6, CaV13 FRET inh 5, Peg3 prom inh -24, CF NFkB inh -10, KKLEB cytotox -3, PDI turbidity -3, Shn3 inh set2 -31, NR2E3 ag-1 -6, HIF-2a block -28, NR2E3 ag-2 -1 and MITF TRPM1 inh -19.
`CCOc1ccc(/C=N/NC(=O)c2ccc3nc[nH]c3c2)cc1OC` gave CaV13 FRET inh -3, Peg3 prom inh 6, CF NFkB inh -9, KKLEB cytotox -3, PDI turbidity 0, Shn3 inh set2 3, NR2E3 ag-1 -21 and HIF-2a block -3.
CN1C(C(=O)NCc2ccco2)CC2Cn3c(nc4cc5ccccc5cc43)C21 (configuration not stated) was read as Vif inh -2, CaV13 FRET inh -12, Peg3 prom inh -7, CF NFkB inh 10, KKLEB cytotox -6, PDI turbidity -5, Shn3 inh set2 -16, NR2E3 ag-1 9, HIF-2a block -36, NR2E3 ag-2 4 and MITF TRPM1 inh -15.
`CCc1ccc(NC(=O)C2CCN(c3ncnc4c3nc3n4CCCCC3)CC2)cc1` gave Vif inh 19, CaV13 FRET inh -5, Peg3 prom inh 25, CF NFkB inh 18, KKLEB cytotox -4, PDI turbidity 8, Shn3 inh set2 50, NR2E3 ag-1 -17, HIF-2a block 22, NR2E3 ag-2 2 and MITF TRPM1 inh 16.
CCOC(=O)/C(C(=O)Nc1ccccc1Br)=C1/NC(C)(C)Cc2ccccc21 was read as Vif inh 1, CaV13 FRET inh -6, Peg3 prom inh 6, CF NFkB inh -7, KKLEB cytotox 8, PDI turbidity -26, Shn3 inh set2 -2, NR2E3 ag-1 0, HIF-2a block 15, NR2E3 ag-2 1 and MITF TRPM1 inh -1.
NS(=O)(=O)c1ccc(CNC(=O)c2cnccn2)cc1 was read as Vif inh 6, CaV13 FRET inh -2, Peg3 prom inh 6, CF NFkB inh 4, KKLEB cytotox 6, PDI turbidity 2, Shn3 inh set2 -8, NR2E3 ag-1 7, HIF-2a block 1, NR2E3 ag-2 -1 and MITF TRPM1 inh -23.
`Cc1ccc(C(=O)CCC(=O)NCc2ccccc2)cc1` gave Vif inh -24, CaV13 FRET inh -7, Peg3 prom inh 15, CF NFkB inh 3, KKLEB cytotox 7, PDI turbidity -4, Shn3 inh set2 3, NR2E3 ag-1 -31, HIF-2a block 8, NR2E3 ag-2 -2 and MITF TRPM1 inh 0.
`COCCn1c(-c2cccs2)nc2nc3ccccc3nc21` gave Vif inh -9, CaV13 FRET inh -19, Peg3 prom inh -22, CF NFkB inh -7, KKLEB cytotox 3, PDI turbidity 6, Shn3 inh set2 -17, NR2E3 ag-1 -24, HIF-2a block -56, NR2E3 ag-2 2 and MITF TRPM1 inh -4.
O=c1[nH]c2ccc(F)cc2[nH]c1=O was read as Vif inh 10, CaV13 FRET inh -9, Peg3 prom inh 7, CF NFkB inh -27, KKLEB cytotox 8, PDI turbidity 2, Shn3 inh set2 16, NR2E3 ag-1 -10, HIF-2a block 6, NR2E3 ag-2 1 and MITF TRPM1 inh 15.
O=C(Oc1cccc(NC2=NS(=O)(=O)c3ccccc32)c1)c1cccnc1 was read as Vif inh 24, CaV13 FRET inh -4, Peg3 prom inh 26, CF NFkB inh 0, KKLEB cytotox 11, PDI turbidity 0, Shn3 inh set2 2, NR2E3 ag-1 -21, HIF-2a block 17, NR2E3 ag-2 5 and MITF TRPM1 inh 8.
`COc1cccc(CN2CCNC(=O)C2CC(=O)NC2CCOCC2)c1OC` (configuration not stated) gave Vif inh -4, CaV13 FRET inh -7, Peg3 prom inh -11, CF NFkB inh 12, KKLEB cytotox -2, PDI turbidity 2, Shn3 inh set2 1, NR2E3 ag-1 -14, HIF-2a block 7, NR2E3 ag-2 -1 and MITF TRPM1 inh -13.
For COc1cc(C(=O)N(CCCO)Cc2cc3ccc(C)c(C)c3[nH]c2=O)cc(OC)c1OC the results were Vif inh 1, CaV13 FRET inh -3, Peg3 prom inh 31, CF NFkB inh 6, KKLEB cytotox 0, PDI turbidity -2, Shn3 inh set2 11, NR2E3 ag-1 8, HIF-2a block 6, NR2E3 ag-2 -1 and MITF TRPM1 inh 2.
Screening CCOc1ccccc1NC(=O)C1Cc2ccccc2CN1S(C)(=O)=O (configuration not stated) returned Vif inh 6, CaV13 FRET inh -5, Peg3 prom inh 15, CF NFkB inh 12, KKLEB cytotox -15, PDI turbidity 2, Shn3 inh set2 -2, NR2E3 ag-1 -7, HIF-2a block 8, NR2E3 ag-2 0 and MITF TRPM1 inh 1.
